Screening results deposited in PubChem BioAssay by several laboratories.
KOR beta-arrestin-1: KOR agonists, beta-arrestin recruitment, primary screen, cell-based, luminescence, uHTS (AID 1777); KOR beta-arrestin recruitment, luminescence; higher % means a stronger effect; activation, % at 10 µM; hits with a dose series show EC50 in µM; actives 0.02% (n = 280,000); in the data active = activation above about 50%, passing the limit was not always enough; note: a part of the inactive calls stands beside numbers as strong as those of hits
Myeloid diff 2: compounds promoting myeloid differentiation; actives 1% (n = 360,000); ER-HoxA9 myeloid progenitors, lysozyme-GFP differentiation, flow cytometry; calls only at 10 µM; AID 624256;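 active = normalized GFP-positive differentiation at or above the plate's own cutoff, the solvent-only control mean plus 3 SD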;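 note: cells exposed to compound for four days before flow analysis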
GPR55 beta-arrestin: selective activators of receptor GPR55 – imaging, U2OS cells, beta-arrestin-GFP redistribution, primary screen (AID 1961). activation, % at 10 µM, or EC50 in µM where a hit was titrated. actives 0.048% (n = 290,000). U2OS GPR55 beta-arrestin-GFP redistribution imaging; higher % means a stronger effect;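 active = activation above 40% with more than 50 cells counted in the well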;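 note: U2OS osteosarcoma cells stably expressing GPR55 and beta-arrestin-GFP; plate controls were DMSO negative control for no effect and LPI positive control for full effect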
KOR beta-arrestin-2: KOR antagonists, beta-arrestin recruitment, cell-based, luminescence, uHTS (AID 1778) | KOR beta-arrestin recruitment, luminescence, antagonist mode; higher % means a stronger effect | one-dose inhibition, % at 10 µM; IC50 in µM for titrated hits | actives 0.091% (n = 290,000); note: strong numbers were not always called active
NOD1 inhibition: inhibition of NOD1-driven NF-kB reporter – cell-based, luminescence, uHTS, primary screen (AID 1578). actives 1% (n = 290,000). inhibition, % at 4 µM; hits with a dose series show EC50 in µM. NOD1-driven NF-kB luciferase reporter cells, luminescence; higher % means a stronger effect; in the data active = inhibition mostly above about 36%, no sharp cut-off; inactive = mostly below about 34%;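 note: HEK-293T reporter cells stimulated with the NOD1 agonist gamma-tri-DAP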
NOD2 inhibition: NOD2 signaling inhibitors, cell-based, luminescence, uHTS, HEK293 (AID 1566); HEK293 NOD2/NF-kB luciferase reporter, luminescence; higher % means a stronger effect; inhibition, % at 4 µM; hits with a dose series show EC50 in µM; actives 0.63% (n = 290,000); note: many of its hits are not listed in these tables
GPR35 arrestin U2OS: inhibition of zaprinast-stimulated GPR35 beta-arrestin translocation – imaging, U2OS, beta-arrestin-GFP, zaprinast agonist, primary screen (AID 2058). U2OS GPR35 beta-arrestin-GFP translocation imaging, zaprinast antagonism; higher % means a stronger effect. one-dose inhibition, % at 10 µM; IC50 in µM for titrated hits. actives 0.052% (n = 290,000);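 active = inhibition of at least 50% with at least 30 cells and total cytoplasm GFP at most 10,000,000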
HIV peptide binding: inhibitors of HIV fusion peptide binding, primary screen, biochemical, uHTS, fluorescence dequenching (AID 1986); cell-free peptide binding, fluorescence dequenching, 30 min; higher % means a stronger effect; inhibition, % at 20 µM, or IC50 in µM where a hit was titrated; actives 0.3% (n = 290,000); in the data active = inhibition mostly above about 52%, no sharp cut-off; inactive = mostly below about 76%; note: some results filed as inactive read as strong as hits
GPR55 LPI antagonism: GPR55 antagonists blocking LPI-driven arrestin recruitment, primary screen, imaging, U2OS, beta-arrestin-GFP, LPI agonist (AID 2013); inhibition, % at 10 µM, or IC50 in µM where a hit was titrated; actives 0.13% (n = 290,000); U2OS GPR55 beta-arrestin-GFP translocation imaging, LPI antagonism; higher % means a stronger effect;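 active = spots per cell inhibited over 60%, with over 100 cells counted and total cytoplasm intensity under 500,000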;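 note: U2OS cells stably carrying GPR55 and arrestin-GFP stimulated by 5 µM LPI near EC80; imaged beta-arrestin-GFP aggregate spots per cell after agonist stimulation; plate controls were LPI-stimulated DMSO wells for no effect and DMSO wells without LPI for full effect; some results filed as inactive read as strong as hits; confirmed hits need IC50 under 10 µM and bright autofluorescent wells are also inconclusive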
Myeloid diff 2 GFP+ MAC1+ %: further read-out of Myeloid diff 2, marked with its call; GFP+ MAC1+ double positive, %; measured here: differentiation confirmed by MAC1 staining
Starred values were filed as active, the others as inactive; [ ] = another dose, or the depositor's remark. Cut-off read from the data, not from the text of the source, unless noted: active = inhibition above about 50%; inactive = the rest. These rows are one share of the data. The share of hits here may be higher or lower than overall.

Results for CC(=O)Nc1ccc(NC(=O)c2sc3nc4n(c(=O)c3c2C)CCCCC4)cc1 ?
KOR beta-arrestin-1: -12%; Myeloid diff 2: inactive; GPR55 beta-arrestin: 0.6%; KOR beta-arrestin-2: -6%; NOD1 inhibition: -4%; NOD2 inhibition: 20%; GPR35 arrestin U2OS: 10%; HIV peptide binding: 0.9%; GPR55 LPI antagonism: 13%; Myeloid diff 2 GFP+ MAC1+ %: 1.2

Results for O=C(CN1C(=O)COc2ccccc21)N1CCN(C2CCCCC2)CC1 ?
KOR beta-arrestin-1: 2.9%; Myeloid diff 2: inactive; GPR55 beta-arrestin: 0.0%; KOR beta-arrestin-2: -44%; NOD1 inhibition: -4%; NOD2 inhibition: 0%; GPR35 arrestin U2OS: 4%; HIV peptide binding: 1.3%; GPR55 LPI antagonism: 13%; Myeloid diff 2 GFP+ MAC1+ %: 1.1

Results for Cc1cc(C)c2c(n1)sc1c(=O)n(Cc3ccc(F)cc3)cnc12 ?
KOR beta-arrestin-1: 2.5%; Myeloid diff 2: inactive; GPR55 beta-arrestin: -0.2%; KOR beta-arrestin-2: 12%; NOD1 inhibition: -9%; NOD2 inhibition: -6%; GPR35 arrestin U2OS: 2%; HIV peptide binding: 0.8%; GPR55 LPI antagonism: 0%; Myeloid diff 2 GFP+ MAC1+ %: 1.0

What do the screens show for `CCNc1nc(N)nc(Oc2ccc(OCC)nn2)n1`?
KOR beta-arrestin-1: 0.9%; Myeloid diff 2: inactive; GPR55 beta-arrestin: -0.1%; KOR beta-arrestin-2: -7%; NOD1 inhibition: -12%; NOD2 inhibition: 3%; GPR35 arrestin U2OS: 4%; HIV peptide binding: -0.6%; GPR55 LPI antagonism: -5%; Myeloid diff 2 GFP+ MAC1+ %: 1.0

What do the screens show for `COc1ccc(CNC(=O)C2CCCN2S(=O)(=O)c2ccc(C)cc2)cc1` (centres undefined)?
KOR beta-arrestin-1: 0.4%; Myeloid diff 2: inactive; GPR55 beta-arrestin: -0.3%; KOR beta-arrestin-2: -9%; NOD1 inhibition: 6%; NOD2 inhibition: 16%; GPR35 arrestin U2OS: 5%; HIV peptide binding: 2.4%; GPR55 LPI antagonism: -15%; Myeloid diff 2 GFP+ MAC1+ %: 1.4

Results for CCCCCCCCCc1nc(N)n[nH]1 ?
KOR beta-arrestin-1: 1.6%; Myeloid diff 2: inactive; GPR55 beta-arrestin: -0.1%; KOR beta-arrestin-2: 7%; NOD1 inhibition: -12%; NOD2 inhibition: 6%; GPR35 arrestin U2OS: 3%; HIV peptide binding: -0.8%; GPR55 LPI antagonism: 0%; Myeloid diff 2 GFP+ MAC1+ %: 0.9

What do the screens show for `Cn1c(CCc2ccccc2)nnc1SCC(=O)N1CCCC1`?
KOR beta-arrestin-1: -6.3%; Myeloid diff 2: inactive; GPR55 beta-arrestin: -0.1%; KOR beta-arrestin-2: -23%; NOD1 inhibition: -7%; NOD2 inhibition: 15%; GPR35 arrestin U2OS: 10%; HIV peptide binding: -1.3%; GPR55 LPI antagonism: 2%; Myeloid diff 2 GFP+ MAC1+ %: 1.3

What do the screens show for `Cc1nnc(SCC(=O)NCCN2C(=O)CSC2=O)s1`?
KOR beta-arrestin-1: -3.1%; Myeloid diff 2: inactive; GPR55 beta-arrestin: 0.6%; KOR beta-arrestin-2: 27%; NOD1 inhibition: -24%; NOD2 inhibition: 6%; GPR35 arrestin U2OS: -14%; HIV peptide binding: 1.5%; GPR55 LPI antagonism: 5%; Myeloid diff 2 GFP+ MAC1+ %: 0.5

What do the screens show for `O=S(=O)(Nc1ccc(N2CCOCC2)cc1)c1c(F)cc(F)cc1Br`?
KOR beta-arrestin-1: -1.8%; Myeloid diff 2: inactive; GPR55 beta-arrestin: -0.1%; KOR beta-arrestin-2: 28%; NOD1 inhibition: -25%; NOD2 inhibition: 16%; GPR35 arrestin U2OS: -14%; HIV peptide binding: -1.5%; GPR55 LPI antagonism: 3%; Myeloid diff 2 GFP+ MAC1+ %: 0.2

What do the screens show for `O=C(N/N=C/C(Br)=C/c1ccccc1)c1cc(-c2ccco2)[nH]n1`?
KOR beta-arrestin-1: -6.8%; Myeloid diff 2: active; GPR55 beta-arrestin: -0.1%; KOR beta-arrestin-2: -110%[20 µM]; NOD1 inhibition: 8%; NOD2 inhibition: 29%; GPR35 arrestin U2OS: 10%; HIV peptide binding: 4.9%; GPR55 LPI antagonism: 13%

Results for NC(=S)NN=C(c1ccccc1)c1ccccc1 ?
KOR beta-arrestin-1: -4.3%; Myeloid diff 2: inactive; GPR55 beta-arrestin: 0.0%; KOR beta-arrestin-2: -6%; NOD1 inhibition: -12%; NOD2 inhibition: -9%; GPR35 arrestin U2OS: -3%; HIV peptide binding: -0.1%; GPR55 LPI antagonism: 7%; Myeloid diff 2 GFP+ MAC1+ %: 0.4

Results for Cc1nn(-c2ccccc2)c2sc(C(=O)NC3CC3)cc12 ?
KOR beta-arrestin-1: 7.6%; Myeloid diff 2: inactive; GPR55 beta-arrestin: -0.1%; KOR beta-arrestin-2: -58%; NOD1 inhibition: -51%; NOD2 inhibition: -24%; GPR35 arrestin U2OS: -5%; HIV peptide binding: 1.3%; GPR55 LPI antagonism: 2%; Myeloid diff 2 GFP+ MAC1+ %: 0.2

Results for Cc1cc(C)cc(C(=O)NCC(=O)OCC(=O)Nc2ccc(C)cc2Br)c1 ?
KOR beta-arrestin-1: -6.0%; Myeloid diff 2: inactive; GPR55 beta-arrestin: 0.0%; KOR beta-arrestin-2: 18%; NOD1 inhibition: -16%; NOD2 inhibition: 5%; GPR35 arrestin U2OS: 9%; HIV peptide binding: -1.7%; GPR55 LPI antagonism: 38%; Myeloid diff 2 GFP+ MAC1+ %: 0.4

What do the screens show for `Cc1ccc(NC(=O)CN2CCOCC2)cc1C`?
KOR beta-arrestin-1: -1.5%; Myeloid diff 2: inactive; GPR55 beta-arrestin: 0.3%; KOR beta-arrestin-2: -43%[20 µM]; NOD1 inhibition: -10%; NOD2 inhibition: 2%; GPR35 arrestin U2OS: 6%; HIV peptide binding: 2.2%; GPR55 LPI antagonism: 9%; Myeloid diff 2 GFP+ MAC1+ %: 0.4

Results for O=C(COC(=O)CCSc1ccccc1)Nc1ccc(F)cc1Cl ?
KOR beta-arrestin-1: -2.0%; Myeloid diff 2: inactive; GPR55 beta-arrestin: 0.8%; KOR beta-arrestin-2: -5%; NOD1 inhibition: -14%; NOD2 inhibition: 4%; GPR35 arrestin U2OS: 8%; HIV peptide binding: -1.1%; GPR55 LPI antagonism: 9%; Myeloid diff 2 GFP+ MAC1+ %: 0.1

What do the screens show for `C/C(CC(=O)Nc1cccc(Cl)c1Cl)=N\NC(=O)c1ccccc1C`?
Myeloid diff 2: inactive; GPR55 beta-arrestin: 0.0%; KOR beta-arrestin-2: 28%[20 µM]; NOD1 inhibition: -25%; NOD2 inhibition: 12%; GPR35 arrestin U2OS: 16%; HIV peptide binding: -0.2%; GPR55 LPI antagonism: 6%; Myeloid diff 2 GFP+ MAC1+ %: 0.1

How did COc1ccc(C=NCC2OCCc3ccccc32)cc1OC (centres undefined) do in these assays?
KOR beta-arrestin-1: 2.9%; Myeloid diff 2: inactive; GPR55 beta-arrestin: 0.8%; KOR beta-arrestin-2: 9%; NOD1 inhibition: -6%; NOD2 inhibition: 23%; GPR35 arrestin U2OS: 12%; HIV peptide binding: -2.8%; GPR55 LPI antagonism: -7%; Myeloid diff 2 GFP+ MAC1+ %: 0.1

Results for CCOc1ccccc1NC(=O)CSc1nnc(CNC(=O)c2cc(OC)c(OC)c(OC)c2)o1 ?
KOR beta-arrestin-1: 4.7%; Myeloid diff 2: inactive; GPR55 beta-arrestin: 0.0%; KOR beta-arrestin-2: -19%; NOD1 inhibition: -27%; NOD2 inhibition: -8%; GPR35 arrestin U2OS: -6%; HIV peptide binding: -0.5%; GPR55 LPI antagonism: -4%; Myeloid diff 2 GFP+ MAC1+ %: 0.4

Results for CC(C)c1cc(C(=O)N2CCCC(CCC(=O)NCc3ccccc3F)C2)n(C)n1 (centres undefined) ?
KOR beta-arrestin-1: -4.6%; Myeloid diff 2: inactive; GPR55 beta-arrestin: 0.3%; KOR beta-arrestin-2: -8%[20 µM]; NOD1 inhibition: -11%; NOD2 inhibition: 17%; GPR35 arrestin U2OS: -4%; HIV peptide binding: -1.0%; GPR55 LPI antagonism: -3%; Myeloid diff 2 GFP+ MAC1+ %: 0.6

How did Cc1ccc(Sc2ccncc2S(N)(=O)=O)cc1 do in these assays?
KOR beta-arrestin-1: -2.3%; Myeloid diff 2: inactive; GPR55 beta-arrestin: 0.4%; KOR beta-arrestin-2: -36%; NOD1 inhibition: -26%; NOD2 inhibition: 5%; GPR35 arrestin U2OS: 14%; HIV peptide binding: 2.0%; GPR55 LPI antagonism: 1%; Myeloid diff 2 GFP+ MAC1+ %: 0.2

How did CCn1c(COc2cccc(OC)c2)nnc1SCC(=O)NCC1CCCO1 (centres undefined) do in these assays?
KOR beta-arrestin-1: 4.7%; Myeloid diff 2: inactive; GPR55 beta-arrestin: -0.1%; KOR beta-arrestin-2: -46%; NOD1 inhibition: -19%; NOD2 inhibition: -10%; GPR35 arrestin U2OS: -7%; HIV peptide binding: -0.3%; GPR55 LPI antagonism: -27%; Myeloid diff 2 GFP+ MAC1+ %: 1.5

Results for COc1ccccc1OC(C)C(=O)NNC(=S)NC1CCCC1 (centres undefined) ?
KOR beta-arrestin-1: -0.6%; Myeloid diff 2: inactive; GPR55 beta-arrestin: -0.4%; KOR beta-arrestin-2: 2%; NOD1 inhibition: -12%; NOD2 inhibition: -1%; GPR35 arrestin U2OS: -11%; HIV peptide binding: -2.6%; GPR55 LPI antagonism: 4%; Myeloid diff 2 GFP+ MAC1+ %: 0.8

How did O=C(Nc1nnc(Cc2ccccc2)s1)c1cccnc1 do in these assays?
Myeloid diff 2: inactive; GPR55 beta-arrestin: 0.5%; KOR beta-arrestin-2: -39%[20 µM]; NOD1 inhibition: -29%; NOD2 inhibition: 14%; GPR35 arrestin U2OS: 13%; HIV peptide binding: -0.2%; GPR55 LPI antagonism: 1%; Myeloid diff 2 GFP+ MAC1+ %: 1.4

What do the screens show for `O=C(Nc1ccc(F)cc1)C1CCCN(S(=O)(=O)c2ccc(-n3cnnn3)cc2)C1` (centres undefined)?
KOR beta-arrestin-1: 4.7%; Myeloid diff 2: inactive; GPR55 beta-arrestin: 0.7%; KOR beta-arrestin-2: -36%; NOD1 inhibition: -3%; NOD2 inhibition: -11%; GPR35 arrestin U2OS: -4%; HIV peptide binding: 1.4%; GPR55 LPI antagonism: -2%; Myeloid diff 2 GFP+ MAC1+ %: 0.1
